TEAD-YAP block: TEAD-YAP interaction inhibition, primary screen, TEAD-YAP interaction inhibitor project, luminescence, HEK-TIYL cells; TEAD-Gal4/YAP UAS-luciferase luminescence; inhibition, % at 9.12 µM; actives 1.4% (n = 640,000); AID 1259422, 2018; in the data active = inhibition above about 32%;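 also: 0% = median of test compound wells and 100% = reference inhibitor wells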
MITF inh: MITF inhibitors, primary screen, biochemical, AlphaScreen, human. AlphaScreen MITF homodimerization, bead proximity signal. inhibition, % at 2.6 µM. actives 0.91% (n = 650,000). AID 1259374, 2018; in the data active = inhibition above about 50%;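 also: 0% = vehicle wells with protein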
GPR151 ag: activators of human GPR151, primary screen, cell-based, PathHunter beta-arrestin, luminescence; G-protein coupled receptor 151 (Homo sapiens), Q8TDV0; activation, % at 11.2 µM; PathHunter beta-arrestin GPR151 cells; AID 1508602, 2020; actives 1% (n = 650,000); in the data active = activation above about 4.9%;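 also: 0% = median of compound wells and 100% = cells with positive control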
Target sequence (Q8TDV0 whole entry, looked up): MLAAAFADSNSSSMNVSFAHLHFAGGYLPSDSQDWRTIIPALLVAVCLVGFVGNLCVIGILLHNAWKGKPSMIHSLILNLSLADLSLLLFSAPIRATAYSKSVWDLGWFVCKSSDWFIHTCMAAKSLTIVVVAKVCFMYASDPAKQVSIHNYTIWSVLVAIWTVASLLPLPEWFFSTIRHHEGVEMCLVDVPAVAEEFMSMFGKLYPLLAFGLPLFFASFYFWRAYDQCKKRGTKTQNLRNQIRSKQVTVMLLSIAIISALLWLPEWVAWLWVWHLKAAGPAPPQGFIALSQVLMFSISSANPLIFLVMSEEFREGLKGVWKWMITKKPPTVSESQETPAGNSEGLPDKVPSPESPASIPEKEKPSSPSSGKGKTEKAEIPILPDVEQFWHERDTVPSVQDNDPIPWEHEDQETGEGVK
FBW7 activator: FBW7 E3 ligase activators, primary screen, biochemical, AlphaScreen, human; normalized activity (activation), % at 26.1 µM; AID 1259310, 2017; AlphaScreen FBW7–phospho-cyclin E peptide binding, activator screen; F-box/WD repeat-containing protein 7 (Homo sapiens), Q969H0; actives 0.13% (n = 650,000); in the data active = normalized activity above about 1.9%;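 also: purified mutant Fbw7 with reduced substrate affinity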
Target sequence (Q969H0 whole entry, looked up): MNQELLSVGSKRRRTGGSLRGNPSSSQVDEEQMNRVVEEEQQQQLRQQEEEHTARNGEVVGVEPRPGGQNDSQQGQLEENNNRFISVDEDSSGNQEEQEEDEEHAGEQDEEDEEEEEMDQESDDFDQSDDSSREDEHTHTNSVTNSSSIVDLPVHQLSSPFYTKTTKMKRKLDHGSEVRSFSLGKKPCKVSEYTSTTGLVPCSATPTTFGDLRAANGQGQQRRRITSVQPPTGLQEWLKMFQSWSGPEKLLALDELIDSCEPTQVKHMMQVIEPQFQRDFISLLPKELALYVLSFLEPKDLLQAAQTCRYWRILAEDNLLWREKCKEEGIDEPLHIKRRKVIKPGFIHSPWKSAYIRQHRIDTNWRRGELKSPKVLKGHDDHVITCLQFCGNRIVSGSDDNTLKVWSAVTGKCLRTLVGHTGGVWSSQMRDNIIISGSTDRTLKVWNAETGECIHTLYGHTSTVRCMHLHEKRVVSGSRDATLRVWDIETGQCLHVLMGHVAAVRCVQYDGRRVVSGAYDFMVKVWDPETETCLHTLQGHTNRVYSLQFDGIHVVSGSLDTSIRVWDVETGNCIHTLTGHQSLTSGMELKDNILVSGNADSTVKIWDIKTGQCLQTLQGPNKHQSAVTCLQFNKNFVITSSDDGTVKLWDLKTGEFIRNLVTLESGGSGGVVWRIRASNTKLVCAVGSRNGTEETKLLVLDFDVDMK
* hit, by the source's call.

Results follow in this order: FBW7 activator	MITF inh	GPR151 ag	TEAD-YAP block
- CC1(C)CC(=O)C2=C(C1)N(c1sc3c(c1C#N)CCCCC3)C(N)=C(C#N)C2c1cccs1 (stereo unspecified)
→ -0.1	1.2	-0.9	6.9
- CCCn1nnnc1SCC(=O)Nc1cccc(NC(=O)CC)c1
→ -0.1	7.3	0.6	-2.2
- COc1ccc(/C=C2/NC(=O)N(CC(=O)Nc3cccc(C)c3)C2=O)cc1Br
→ 0.0	9.3	-0.2	4.2
- COC(=O)c1ccc(N2CCCC2)c(NS(=O)(=O)c2ccc(C)cc2)c1
→ 0.6	6.5	-1.1	40.9*
- Cc1cccc(N=Cc2c(O)n(-c3ccccc3C)c(=S)[nH]c2=O)c1
→ 0.1	19.6	-1.4	-4.0
- CC(C)C[C@H]1C(=O)N2CCN(S(=O)(=O)c3ccc(Cl)cc3)C[C@@H]2C(=O)N1C
→ 0.9	9.4	-0.4	-4.1
- Cc1ccc(C2=[N+]([O-])C3(CCCCC/C3=N\O)N(O)C2(C)C)o1 (stereo unspecified)
→ 0.2	8.1	0.6	-0.6
- COc1ccc(C(=O)Nn2c(-c3ccncc3)n[nH]c2=S)cc1
→ -0.1	9.4	1.0	-0.3
- O=C(CSc1cccc2cccnc12)N1CCc2ccccc21
→ 0.0	19.6	0.0	-11.9
- CC1CN(C(=S)Nc2ccccc2C(F)(F)F)CC(C)O1 (stereo unspecified)
→ 0.1	-5.7	-0.8	0.6
- CCc1nc(SCC(=O)NC2CCCC2)c2c(C)c(C)sc2n1
→ -0.1	-6.0	0.2	-1.7
- O=[N+]([O-])c1ccc(S(=O)(=O)NC2CCCCCC2)cc1
→ 0.0	-5.8	1.8	6.2
- O=C(O)CSc1nc2ccccc2c(=O)n1Cc1ccco1
→ 0.1	4.2	-0.8	-4.2
- COC(=O)c1ccc(CN2CCOc3ccc(CN4C[C@@H](C)O[C@@H](C)C4)cc3C2)cc1
→ 0.0	11.4	0.5	14.2
- CCOc1ccc(Cn2nnc(C(=O)NCc3ccc(Cl)cc3Cl)c2N)cc1
→ 0.0	-12.7	0.3	5.3
- N=c1c2c3c(sc2ncn1Nc1ccccc1)CCC3
→ -0.4	-0.8	-1.6	-24.7
- CN(C)c1ccc(/C=N/NC(=O)CNC(=O)c2ccccc2O)cc1
→ -0.1	-10.6	-0.4	-4.3
- CCN(C(=O)CC(C)S(=O)(=O)c1cc2c(cc1C)NC(=O)CO2)c1ccc(OC)cc1 (stereo unspecified)
→ 0.1	8.6	1.7	-3.5
- O=C(CSc1ncccc1-c1nc2ccccc2[nH]1)NC1CC1
→ 0.0	-7.5	-0.4	-2.2
- CCc1nn(CC(=O)N2CCOCC2)c(=O)c2cc3ccsc3n12
→ 0.0	-5.3	0.2	-8.0
- CCOc1ccc(-n2cc(C(=O)Nc3ccc(Oc4ccccc4)cc3)c3cc(OC)c(OC)cc3c2=O)cc1
→ -0.1	-3.9	0.0	-5.2
- Cc1cccc(Nc2nc3nonc3nc2N2CCC(Cc3ccccc3)CC2)c1C
→ -0.1	-6.4	0.1	-0.7
- CC1=C(C(=O)OC2CCCC2)C(c2ccc(F)cc2)C2=C(CC(c3ccccc3)CC2=O)N1 (stereo unspecified)
→ 0.0	43.9	1.2	9.7
- Cc1cccc(OCC(=O)NCc2cccnc2)c1
→ 0.1	-3.4	1.8	3.9
- O=C(O)CCC(=O)N1CCN(c2nc(-c3ccccc3)c3cc([N+](=O)[O-])ccc3n2)CC1
→ -0.2	16.5	-0.1	1.7
- CSc1cccc2sc(NC(=O)c3c(F)cccc3F)nc12
→ -0.2	-16.2	0.4	2.5
- COc1ccc(C2CC(c3ccc(C)cc3)=NN2S(=O)(=O)c2ccccc2)cc1 (stereo unspecified)
→ 0.0	2.5	1.6	4.3
- O=C(NC1CCCC1)C1C2C=CC3(CN(Cc4cccs4)C(=O)C13)O2 (stereo unspecified)
→ -0.1	9.8	-1.6	-1.3
- CN(C)c1cccc(Nc2nc3ccc(C(=O)NCc4ccccc4)cc3s2)c1
→ -0.1	11.2	-2.9	-8.5
- CCCOC(=O)c1ccc(NC(=S)NC(=O)c2ccccc2Cl)cc1
→ -0.1	-1.6	-1.7	0.9
- O=C1CC(c2ccccc2Cl)C2=C(COC2=O)N1 (stereo unspecified)
→ 0.6	5.1	2.8	0.7
- CCOC(=O)Nc1nc(CC(=O)N2CCN(c3ccccc3F)CC2)cs1
→ 0.1	6.3	0.8	7.6
- COc1cc(C)c(Br)cc1S(=O)(=O)NCCN1CCOCC1
→ 0.1	-19.1	3.7	0.0
- CSc1nc2sc3c(c2c(=O)[nH]1)CCC(C(C)(C)C)C3 (stereo unspecified)
→ 0.1	13.4	-0.6	4.3
- CC(=O)N1CCN(C(=S)c2ccc(-c3ccccc3Cl)o2)CC1
→ -0.2	0.4	0.3	-17.3
- COc1ccc(C2NCC3(C)CN2CC(C)C3O)cc1OC (stereo unspecified)
→ 0.2	-12.3	0.1	-2.4
- O=C(COC(=O)c1ccc(N2C(=O)C3CC=CCC3C2=O)cc1)c1ccc(Cl)c([N+](=O)[O-])c1 (stereo unspecified)
→ 0.0	1.1	-0.6	10.9
- NC(=O)CN(c1ccccc1)S(=O)(=O)c1ccccc1[N+](=O)[O-]
→ -0.1	3.1	0.2	4.3
- COc1ccc(C[C@@H]2NC(=O)[C@H]3CN(Cc4ccc5ncccc5c4)CCN3C2=O)cc1
→ 0.2	22.5	-0.7	2.6
- O=C(C1CCC(=O)N1Cc1ccccc1Cl)N1CCN(c2cccc(Cl)c2)CC1 (stereo unspecified)
→ 0.2	2.4	2.6	2.0
- CSc1cc(C)c2c(c1)COC1(CCN(C(=O)CCCC(=O)O)CC1)O2
→ 0.1	-3.7	-0.5	-0.9
- Cn1c(=O)c(-c2ccccc2[N+](=O)[O-])c(Cl)c2ccccc21
→ -0.2	-11.9	1.7	-5.8
- Nc1cc(C(=O)N2CCN(c3ccccc3)CC2)ccc1N1CC2CC(C1)c1cccc(=O)n1C2 (stereo unspecified)
→ -0.1	-7.9	0.2	-1.6
- CC(C(=O)NCc1ccccc1)N1C(=O)CN(C)C(=O)c2ccccc21 (stereo unspecified)
→ 0.0	1.2	-0.6	-1.7
- COC(=O)C1CC(=O)N(CCC(C)C)C12CCN(Cc1ccoc1)CC2 (stereo unspecified)
→ 0.1	-17.1	-0.1	5.1
- O=C(NCCNC(=O)c1cccc(Br)c1)c1cccc(Br)c1
→ 0.1	8.9	-1.6	4.2
- Cc1cc(C)n(-c2ccc(C(=O)OCC(=O)c3cc(C)n(CC4CCCO4)c3C)cc2)n1 (stereo unspecified)
→ -0.1	-12.6	0.3	-1.6
- CC(C)CNC(=O)c1ccccc1NC(=O)c1ccc(I)cc1
→ 0.1	11.8	0.5	3.6
- COc1cccc(CCNC(=O)c2cn(CCN(C)C)c3cc(-c4cn[nH]c4)ccc23)c1
→ -0.1	8.1	-0.5	-2.8
- CC(=NCc1ccco1)C1=C(O)c2ccccc2C1=O
→ -0.2	17.7	1.3	-29.4

Structural class: the compounds so far containing bromine.
Results follow in this order: FBW7 activator	MITF inh	GPR151 ag	TEAD-YAP block
- COc1ccc(/C=C2/NC(=O)N(CC(=O)Nc3cccc(C)c3)C2=O)cc1Br
→ 0.0	9.3	-0.2	4.2
- COc1cc(C)c(Br)cc1S(=O)(=O)NCCN1CCOCC1
→ 0.1	-19.1	3.7	0.0
- O=C(NCCNC(=O)c1cccc(Br)c1)c1cccc(Br)c1
→ 0.1	8.9	-1.6	4.2

Remaining list, next part.
Results follow in this order: FBW7 activator	MITF inh	GPR151 ag	TEAD-YAP block
- Cc1cccc(Nc2ccc(N3CCN(S(=O)(=O)N(C)C)CC3)nn2)n1
→ 0.3	23.8	-2.0	-1.1
- Cc1ccc(C(=O)Nc2cccc(F)c2)c(Cl)c1
→ 0.0	-1.1	-1.2	-21.7
- CCOC(=O)c1c(NC(=O)Cn2cc([N+](=O)[O-])cn2)sc(C(C)=O)c1C
→ 0.3	-11.1	1.4	8.7
- Clc1ccc(OCCSc2nnnn2C2CCCCC2)cc1
→ 0.3	8.3	-0.6	-4.9
- Cc1ccc(OCC(=O)Nc2cccc([N+](=O)[O-])c2)cc1
→ 0.0	-3.1	1.2	-69.3
- COc1ccc(N2CCN(C(=O)c3ccc4c(=O)n(Cc5ccc6c(c5)OCO6)c(=S)[nH]c4c3)CC2)cc1
→ 0.1	7.4	-1.0	-13.4
- O=C(NC1CCN(Cc2ccccc2)CC1)c1cccc(Nc2nccc3ccccc23)c1
→ 0.0	5.5	-0.8	2.1
- Cn1c(SCC(=O)c2ccccc2)nnc1-c1cccnc1
→ 0.0	-4.3	1.9	-11.8
- CC(C)(C)c1ccc(C2C(C#N)=C(N)N(c3c(F)cccc3F)C3=C2C(=O)CCC3)s1 (stereo unspecified)
→ -0.1	-13.1	0.3	-10.7
- Cc1noc(C)c1C(=O)N1CCC(C(Cc2ccccc2)N(C)C(=O)c2ccccn2)CC1 (stereo unspecified)
→ 0.2	4.4	0.3	9.6
- Cc1c(Cl)cccc1C1OC2(C(=O)c3ccccc3C2=O)C2C(=O)N(c3ccc(Cl)cc3)C(=O)C12 (stereo unspecified)
→ -0.2	-5.0	3.0	-1.7
- CCOc1ccc(CNC(=O)CCS(=O)(=O)Cc2ccc(C)cc2)cc1OC
→ 0.6	13.0	-0.1	15.5
- CCOC(=O)C1CCN(C(=O)CN(c2cc([N+](=O)[O-])ccc2C)S(C)(=O)=O)CC1
→ 0.0	8.6	-0.3	9.0
- O=C(NCC1(c2ccccc2)CCOCC1)C1CC12CCN(Cc1ccccc1)CC2 (stereo unspecified)
→ 0.1	-4.2	0.8	7.8
- COc1ccc(C(=O)COC(=O)CCC(=O)Nc2cccc3ccccc23)cc1[N+](=O)[O-]
→ -0.1	-5.4	1.0	3.8
- CCOc1cccc(C2CC(c3cccc(OC)c3)=NC(c3cccc(OC)c3)N2)c1O (stereo unspecified)
→ -0.3	0.7	1.1	18.4
- COc1ccc(S(=O)(=O)NCC(c2ccco2)N(C)C)cc1 (stereo unspecified)
→ 0.0	-8.2	-1.1	-6.2
- COc1ccc(-c2nc(Nc3ccc(N4CCOCC4)cc3)c3cc(OC)c(OC)cc3n2)cc1
→ 0.0	-13.6	-0.3	-5.7
- O=C(NCC1Cc2cccc(-c3cnccn3)c2O1)c1ccc(F)c(Cl)c1 (stereo unspecified)
→ 0.0	-3.3	1.3	1.2
- CCOC(=O)C1CCN(C(=O)c2ccc(OC(C)=O)cc2)CC1
→ -0.2	-2.6	-0.4	-12.6
- O=C(OCc1cccc([N+](=O)[O-])c1)c1ccc(Br)cc1
→ 0.1	-5.8	-0.9	-4.5
- COc1cccc2cc(C(N)=O)/c(=N/c3sc4c(c3C#N)CCCC4)oc12
→ 0.2	13.4	-1.1	-3.8
- O=C(CNC(=O)C(c1ccccc1)c1ccccc1)OCC(=O)c1ccccc1
→ -0.1	-3.4	-1.3	0.2
- O=C(NCc1nnc(SCC(=O)N2CCc3ccccc32)n1-c1cccc(C(F)(F)F)c1)c1ccco1
→ 0.1	11.7	0.7	4.2
- CCn1cnc2sc(C(=O)Nc3cc(Cl)ccc3OC)c(C)c2c1=O
→ 0.0	-5.5	1.5	-5.5
- Cc1ccc(/C=C2\C(=N)N3N=CSC3=NC2=O)o1
→ 0.3	12.1	-1.2	-4.5
- CCN1C(=O)CC(N2CCC(C(=O)OC)CC2)C1=O (stereo unspecified)
→ 0.1	-13.6	0.1	9.3
- CC(C)CN1CCC(CN(C)C(=O)c2cc(COc3ccc4ncccc4c3)on2)C1 (stereo unspecified)
→ 0.0	-1.6	-0.5	-2.6
- C/C(=N\NC(=O)Cc1ccc(F)cc1)c1ccc(O)cc1
→ 0.0	7.5	-1.1	-13.4
- COc1cccc(C2C(C#N)=C(N)Oc3c2c2ccccc2oc3=O)c1 (stereo unspecified)
→ 1.1	8.3	-0.9	9.1
- CC(C)=CCCC(C)CN1CCc2nnc(CNC(=O)c3ccncc3)n2CC1 (stereo unspecified)
→ 0.1	11.2	-0.2	-25.5
- O=[N+]([O-])c1ccc(OCCCCCN2CCOCC2)cc1
→ -0.2	-5.8	1.1	4.3
- Nc1nc(CSCCOC(=O)c2cccc(Cl)c2)nc(Nc2ccccc2)n1
→ 0.5	9.3	1.4	11.2
- COCCNC(=O)CN1N=C(c2ccc(Cl)cc2)CCC1=O
→ -0.1	0.6	-0.7	-5.2
- OCCNCc1c(OCc2ccccc2)ccc2ccccc12
→ 0.2	18.3	0.5	-2.7
- O=C(c1ccccc1F)N1CCN(c2ccc(F)cc2)CC1
→ -0.1	-13.0	1.2	-3.9
- Clc1cc(N2CCN(c3ccncc3)CC2)ncn1
→ 0.7	2.9	-0.9	-0.7
- COC(=O)C(CCSC)NC1CCN(c2nc(C)c3ccc(OC)cc3n2)CC1 (stereo unspecified)
→ -0.1	-7.8	0.5	-3.1
- CC1=NC2(CCCCCC2)Cc2ccccc21
→ 0.1	5.2	0.0	6.9
- COC(=O)C1CCN(C(=O)CC2(c3cccc(F)c3)CC(=O)N(C3CCCC3)C2=O)CC1 (stereo unspecified)
→ 0.4	-4.9	0.2	-0.5
- CC1(C)NC(=O)N(CCOCCOc2cccc(Oc3ccccc3)c2)C1=O
→ 0.1	-16.7	4.1	-5.4
- O=C(CN1CCOc2ccccc21)NCc1ccc(Cl)cc1
→ -0.1	5.4	-0.5	-3.4
- Cc1cccc(N(CC(=O)Nc2ccc(Br)cc2)S(=O)(=O)c2ccccc2)c1C
→ 0.0	9.0	0.3	-0.2
- c1csc(-c2cnc3ccccc3n2)c1
→ 0.0	-5.1	-3.0	-42.8

Bioassay records deposited in PubChem BioAssay by The Scripps Research Institute Molecular Screening Center.
